EphA4 KYL inhibition: EphA4 ligand-binding antagonists – biochemical, colorimetric, mouse EphA4, primary screen (AID 689); EphA4-AP binding to KYL peptide, pNPP A405; higher % means a stronger effect; inhibition, % at 10 µM; hits with a dose series show IC50 in µM; 0.1% of 62,000 active; in the data active = a potency from the dose series; inactive = the rest, 99 in 100 with inhibition below about 22%
Starred values were filed as active, the others as inactive. Only part of the results is shown; rates above refer to the full screens.

SMILES	EphA4 KYL inhibition
COC(=O)C1=C(C)NC2=C(C(=O)c3ccccc32)C1c1cccs1 (stereo not given)	0.3%

Screens: PubChem, Sanford-Burnham Center for Chemical Genomics
